TNAP inh Pi: blocks human TNAP phosphate release; purified TNAP, pNPP, malachite green phosphate absorbance; 21,000 tested, under 10 active; inhibition, % at 20 µM; AID 614; P05186
Target sequence (P05186 whole entry, looked up): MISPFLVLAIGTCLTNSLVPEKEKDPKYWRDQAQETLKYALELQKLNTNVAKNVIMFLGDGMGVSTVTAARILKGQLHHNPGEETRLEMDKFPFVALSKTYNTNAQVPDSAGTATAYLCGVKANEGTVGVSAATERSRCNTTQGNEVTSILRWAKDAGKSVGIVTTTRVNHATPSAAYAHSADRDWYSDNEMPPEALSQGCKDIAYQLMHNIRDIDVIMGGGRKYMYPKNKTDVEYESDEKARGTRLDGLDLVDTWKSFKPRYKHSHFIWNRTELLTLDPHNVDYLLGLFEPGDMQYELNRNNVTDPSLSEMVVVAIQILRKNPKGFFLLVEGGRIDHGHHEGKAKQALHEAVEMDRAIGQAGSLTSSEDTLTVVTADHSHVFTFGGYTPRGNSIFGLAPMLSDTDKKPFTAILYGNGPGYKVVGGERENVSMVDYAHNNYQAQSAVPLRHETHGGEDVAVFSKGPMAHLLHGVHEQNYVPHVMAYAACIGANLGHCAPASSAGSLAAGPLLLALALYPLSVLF
TNAP pNPP inh: human TNAP inhibition, p-nitrophenol detection; purified TNAP, pNPP hydrolysis, absorbance 405 nm; 21,000 tested, under 10 active; AID 615; inhibition, % at 20 µM;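 note: 0% = DMSO only wells and 100% = 1 mM levamisole wells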
Starred values were filed as active, the others as inactive.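 Rule for the calls: active = inhibition above 50% at the 20 µM single-dose screen; inactive = the rest.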 Only part of the results is shown, so the mix of outcomes need not match the whole.

(1) CC(=O)Nc1ccc(S(=O)(=O)NCCC(=O)OCCN2C(=O)c3ccccc3C2=O)cc1
(2) CC1Cc2ccccc2N1C(=O)CSc1nc2cc3c(cc2cc1C#N)OCO3 (stereo unspecified)
(3) CCOC(=O)/C(C#N)=C1/C=CNC(=O)N1
(4) O=C1CC(NC23CC4CC(CC(C4)C2)C3)C(=O)N1c1ccc2c(c1)OCO2 (stereo unspecified)
(5) N=c1ccccn1CC(O)COc1ccccc1 (stereo unspecified)
(6) COc1ccc(/C(O)=C2/C(=O)C(=O)N(Cc3ccco3)C2c2cccs2)cc1 (stereo unspecified)
Screen / compound no.	1	2	3	4	5	6
TNAP inh Pi	11.6	7.5	-0.6	5.4	11.1	6.3
TNAP pNPP inh	7.6	2.3	-4.9	7.5	0.3	2.4

(7) Cc1ccc2cc(CN(CCCO)S(=O)(=O)c3cccc4nsnc34)c(=O)[nH]c2c1C
(8) CC1(C)Cc2c(sc3nc4n(c(=N)c23)CCC4)CO1
(9) COCCOC(=O)C1=C(C)NC(SCC(=O)NC(C)(C)C)=C(C#N)C1c1ccco1 (stereo unspecified)
(10) C=CCSc1nncn1/N=C/c1ccc(OC)cc1
(11) O=C(CSc1nc2ccccc2s1)NCCCN1CCOCC1
(12) Cc1ccc(S(=O)(=O)N(CC(=O)O)Cc2ccccc2F)cc1
Screen / compound no.	7	8	9	10	11	12
TNAP inh Pi	-4.6	1.8	0.0	1.7	8.8	10.7
TNAP pNPP inh	3.6	0.1	0.0	-4.2	1.9	3.4

Screen by screen, from the results shown.
TNAP pNPP inh, nos. 7–12, in order: 3.6, 0.1, 0.0, -4.2, 1.9, 3.4
TNAP inh Pi, nos. 7–12, in order: -4.6, 1.8, 0.0, 1.7, 8.8, 10.7

More records
(13) O=C(CCn1c(=O)oc2ccccc21)Nc1ccccc1
(14) COc1cccc(C2(O)CCN(C(=O)C3CC3)CC2)c1
(15) CC(C)Sc1nnc([C@@H]2CCCN2C(=O)OC(C)(C)C)o1
(16) CCOC(=O)CSC1=C(C#N)C(c2ccccc2C)C2=C(CCCC2=O)N1 (stereo unspecified)
(17) CN(C)C(=O)COn1c(SCC(=O)N(C)C)nc2ccccc2c1=O
(18) CC(C#N)On1c(SC(C)C#N)nc2ccccc2c1=O (stereo unspecified)
Screen / compound no.	13	14	15	16	17	18
TNAP inh Pi	5.1	13.4	6.0	3.5	4.1	-3.1
TNAP pNPP inh	2.6	0.0	3.7	-1.7	0.9	0.9

Ordered by molar mass (falling): 3 of the compounds above.
(17) CN(C)C(=O)COn1c(SCC(=O)N(C)C)nc2ccccc2c1=O
(15) CC(C)Sc1nnc([C@@H]2CCCN2C(=O)OC(C)(C)C)o1
(18) CC(C#N)On1c(SC(C)C#N)nc2ccccc2c1=O (stereo unspecified)
Screen / compound no.	17	15	18
TNAP inh Pi	4.1	6.0	-3.1
TNAP pNPP inh	0.9	3.7	0.9

Next part.
(19) CCn1c(SCC(=O)NC2CCCCC2C)nnc1-c1ccc(OC)cc1 (stereo unspecified)
(20) Cc1c(C)c2cc(Cl)c(O)c(CN3CCCCC3)c2oc1=O
(21) Nc1ccc(S(=O)(=O)c2ccc(N)cc2)cc1
(22) CCC(=O)Nc1cccc(-c2cn3ccsc3n2)c1
(23) CC(C)(C)NC1=CC(=O)OC12CCCCC2
(24) COc1cccc(N2CC(C)Cn3c2nc2c3c(=O)n(CCN3CCOCC3)c(=O)n2C)c1 (stereo unspecified)
Screen / compound no.	19	20	21	22	23	24
TNAP inh Pi	9.4	7.3	9.7	-3.4	6.9	13.0
TNAP pNPP inh	1.1	6.9	5.7	4.5	-1.3	4.6

(25) CC1Cc2ccccc2N1C(=O)COC(=O)C1=COCCO1 (stereo unspecified)
(26) Cc1ccc(-n2nnnc2SCCNS(=O)(=O)c2ccccc2)cc1C
(27) COc1ccc(CC(=O)OCc2cc3cccc(C)c3[nH]c2=O)cc1
(28) c1ccc(-n2nnnc2Oc2cccc3cccnc23)cc1
(29) Cc1ccc(-c2cc3c(nn2)-c2ccccc2C3=O)cc1
(30) CCOC(=O)c1c(N)sc2c1CCC(C)C2 (stereo unspecified)
Screen / compound no.	25	26	27	28	29	30
TNAP inh Pi	17.3	7.1	-5.7	-14.2	6.8	0.1
TNAP pNPP inh	6.1	6.3	-10.3	5.3	3.2	-1.6

(31) COc1ccc(N2CCN(Cc3cc(=O)oc4cc(-c5ccccc5)c(O)cc34)CC2)cc1
(32) CCOC(=O)C1CCN(C(=O)C2CC(=O)N(c3ccc(C)cc3)C2)CC1 (stereo unspecified)
(33) CC(C)(C)c1cc(Cc2ccccc2)[nH]n1
(34) CCCCCOC(=O)Cc1c(C)nc(-c2ccccc2)[nH]c1=O
(35) CCOC(=O)C1CCN(C(=O)c2cc(OCC)c(OCC)c(OCC)c2)CC1
(36) Cn1nnc(NCc2cc(Br)ccc2OCc2cccs2)n1
Screen / compound no.	31	32	33	34	35	36
TNAP inh Pi	6.9	-6.9	0.2	10.2	2.9	12.1
TNAP pNPP inh	2.8	-11.1	1.6	6.1	2.4	5.3

(37) CCC(C)(C)NC(=O)CN(CC1CCCO1)C(=O)CCC(=O)Nc1nccs1 (stereo unspecified)
(38) CCc1ccc(C2C(C#N)=C(N)SC(N)=C2C#N)cc1
(39) O=C(O)CCSCC(=O)c1ccc2c(c1)OCCO2
(40) COc1cccc(C2/C(=C(\O)c3ccc(OC)c(OC)c3)C(=O)C(=O)N2c2cc(C)on2)c1 (stereo unspecified)
(41) CSc1nsc(SCC(=O)Nc2ccc3c(c2)OCCO3)n1
(42) N#Cc1c(N2CCOCC2)nc(N2CCCCC2)c2c1CCN(C1CCCCC1)C2
Screen / compound no.	37	38	39	40	41	42
TNAP inh Pi	8.9	3.4	12.0	11.5	0.4	5.3
TNAP pNPP inh	6.8	-0.1	2.4	4.4	1.1	3.6

Part of the list above, field by field.
41. CSc1nsc(SCC(=O)Nc2ccc3c(c2)OCCO3)n1
  TNAP inh Pi: 0.4 | TNAP pNPP inh: 1.1
38. CCc1ccc(C2C(C#N)=C(N)SC(N)=C2C#N)cc1
  TNAP inh Pi: 3.4 | TNAP pNPP inh: -0.1
39. O=C(O)CCSCC(=O)c1ccc2c(c1)OCCO2
  TNAP inh Pi: 12.0 | TNAP pNPP inh: 2.4
42. N#Cc1c(N2CCOCC2)nc(N2CCCCC2)c2c1CCN(C1CCCCC1)C2
  TNAP inh Pi: 5.3 | TNAP pNPP inh: 3.6

The list goes on:
(43) O=C(O)c1cc(O)c2c(c1)C(=O)c1cccc(O)c1C2=O
(44) CC1(C)CC(=O)C(C(C2=C(O)CC(C)(C)CC2=O)c2cccnc2)C(=O)C1 (stereo unspecified)
(45) CC1(C)CC2CC(C)(CN2c2ncnc3ccccc23)C1 (stereo unspecified)
(46) COc1ccc(C(=O)N/C(N)=N/c2nc3ccccc3o2)cc1
(47) O=S(=O)(c1ccc(Cl)s1)N1CCN(c2ncccn2)CC1
(48) Cc1ccc(-c2nn3c(C)nnc3c3ccccc23)cc1S(=O)(=O)NCc1ccco1
(49) CCCc1c(O)nc(SCc2ccccc2)[nH]c1=O
(50) COc1ccc(Cl)cc1CN1CCN(c2nc(C)cc(C)c2C#N)CC1
Screen / compound no.	43	44	45	46	47	48	49	50
TNAP inh Pi	7.3	6.6	15.1	7.3	2.0	14.8	15.9	7.1
TNAP pNPP inh	3.9	-3.8	8.6	3.2	6.2	6.8	5.4	-0.2
